Bioassay records as filed in PubChem.
Candida biofilm: kills Candida albicans biofilms; C. albicans biofilm + clotrimazole, Alamar Blue; inhibition, % at 6 µM; hit rate 0.14% among 85,000; AID 834;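 active means inhibition above 20%; inactive means inhibition below 20%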;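 further: preformed 24 hr biofilms exposed to compound for 48 hr; 0% = biofilm without compound and 100% = blank killed by clotrimazole plus chlorhexidine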
PLK1 kinase inh: blocks human PLK1 kinase activity; AID 619; recombinant PLK1 kinase, TR-FRET peptide phosphorylation; inhibition, % at 10 µM; hit rate 0.53% among 97,000;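 active means inhibition of 50% or more in the single-concentration screen; inactive means inhibition below 50%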;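 further: 0% = DMSO max control and 100% = H-89 dihydrochloride min control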
CYP2C9 activ: CYP2C9 (human) activation. P11712. hit rate 1.4% among 96,000. recombinant CYP2C9, luciferin-H conversion, luminescence; active compounds read high; factor 1 = untreated enzyme, 0 = blocked. activation factor at 5 µM;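 active means activation factor of 2 or more for CYP2C9 at a 5 µM dose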;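 further: 0 = sulfaphenazole-blocked wells and 1 = vehicle-only wells; values of inactives mirror those of a sister screen read the other way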
Rev-RRE block: inhibitors of HIV-1 Rev-RRE RNA interaction. Rev peptide-RRE RNA binding, FRET. P05866. hit rate 0.79% among 97,000. inhibition, % at 8 µM;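 active means inhibition above the screen-wide mean plus 3 SD, cut at about 35% in these data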;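 further: 0% = median DMSO wells and 100% = median Neomycin B control wells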
Target sequence (P05866 whole entry, looked up): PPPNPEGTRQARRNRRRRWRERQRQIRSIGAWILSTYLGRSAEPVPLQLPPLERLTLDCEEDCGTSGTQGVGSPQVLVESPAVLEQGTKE
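Material: labelled RRE RNA duplex and labelled Rev peptide / Buffer or medium: HEPES pH 7.5 salt buffer with EDTA / Compound dosing: single point, 8 µM final nominal compound concentration / Benchmarks: DMSO low control, neomycin B high control / Timing: 5 min preincubation and 15 min binding, 25 °C / Technique: FRET fluorescence readout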
EphB4 antag: antagonists of human EphB4-ephrin-B2 interaction; P54760; EphB4 LBD / TNYL-RAW-Alexa532 peptide, fluorescence polarization; inhibition, % at 7 µM; hit rate 0.15% among 97,000;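 active means inhibition above the screen-wide mean inhibition plus 3 SD, cut at about 15% in these data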;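 further: 0% = DMSO wells and 100% = excess unlabeled TNYL-RAW peptide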
CYP2C9 inhib: inhibitors of human CYP2C9. P11712. CYP2C9 Supersomes, luciferin-H conversion, luminescence. AID 777. inhibition, % at 5 µM. hit rate 20% among 96,000;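 active means blocking of liver enzyme CYP2C9 beyond about 50% at 5 µM, limit read from the data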; further: values of inactives mirror those of a sister screen read the other way
Plk1 PBD FP: blocks phosphopeptide binding to human Plk1 polo box domain | hit rate 0.13% among 97,000 | P53350 | inhibition, %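 (tested at about 20 µM)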 | Plk1 PBD phosphopeptide binding, fluorescence polarization; in the data active means inhibition above about 34%, passing the limit was not always enough
PTPN22 inh 2: blocks human PTPN22 phosphatase activity | inhibition, % at 2 µM | hit rate 0.21% among 96,000 | recombinant LYP catalytic domain, DiFMUP fluorescence | AID 640 | Q9Y2R2;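 active means inhibition at 2 µM at or above a set limit, the screen mean plus 3 SD, cut at about 24% in these data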;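 further: 0% = DMSO with enzyme and 100% = enzyme fully blocked by orthovanadate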
Target sequence (Q9Y2R2 whole entry, looked up, the tested form may be a part): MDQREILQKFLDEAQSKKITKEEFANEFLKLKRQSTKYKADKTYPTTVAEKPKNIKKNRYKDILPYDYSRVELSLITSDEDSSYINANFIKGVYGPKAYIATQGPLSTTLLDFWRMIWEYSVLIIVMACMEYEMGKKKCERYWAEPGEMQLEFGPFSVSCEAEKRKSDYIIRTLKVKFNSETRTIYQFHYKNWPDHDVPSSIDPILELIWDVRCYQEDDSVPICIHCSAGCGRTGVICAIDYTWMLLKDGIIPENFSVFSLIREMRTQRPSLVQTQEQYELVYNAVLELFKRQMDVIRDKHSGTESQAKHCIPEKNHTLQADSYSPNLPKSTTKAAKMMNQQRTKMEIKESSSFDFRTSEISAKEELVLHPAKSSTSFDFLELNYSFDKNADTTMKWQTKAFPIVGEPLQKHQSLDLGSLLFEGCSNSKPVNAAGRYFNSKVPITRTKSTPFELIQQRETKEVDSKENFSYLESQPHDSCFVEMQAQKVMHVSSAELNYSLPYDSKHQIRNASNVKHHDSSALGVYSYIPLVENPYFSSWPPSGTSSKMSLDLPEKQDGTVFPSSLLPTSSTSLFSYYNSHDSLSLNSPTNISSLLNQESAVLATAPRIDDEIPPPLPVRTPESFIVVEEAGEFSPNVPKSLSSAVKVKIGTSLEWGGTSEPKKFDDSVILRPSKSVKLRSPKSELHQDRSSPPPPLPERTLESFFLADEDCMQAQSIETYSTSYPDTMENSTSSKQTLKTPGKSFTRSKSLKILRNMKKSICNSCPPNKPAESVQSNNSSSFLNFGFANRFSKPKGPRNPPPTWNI
PTPN22 act: activators of human LYP (PTPN22) phosphatase | activation, % at 2 µM | recombinant LYP, DiFMUP fluorescence; 0 = plate median, 100 = signal doubled | hit rate 0.11% among 96,000 | AID 697 | Q9Y2R2;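 active means activation at 2 µM above a set limit, the mean plus 5 SD, cut at about 37% in these data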
Numbers without * were called inactive; / = not tested or not shown; [ ] = remark or other dose.

SMILES	Candida biofilm	PLK1 kinase inh	CYP2C9 activ	Rev-RRE block	EphB4 antag	CYP2C9 inhib	Plk1 PBD FP	PTPN22 inh 2	PTPN22 act
COc1ccc(C(=O)c2ccc(CC#N)s2)cc1	/	-7	0.9	7	1	6	-6	12	-9
CCN(C1CCCCC1)S(=O)(=O)c1ccc(S(=O)(=O)N2CCN(CCC#N)CC2)cc1	7	3	0.5	6	0	47	-15	-8	7
CC1CCc2cc(F)cc3c(O)c(C(=O)NCC4CCCO4)c(=O)n1c23 (stereo not drawn)	6	-34	1.7	5	-5	-74	25	11	-9
CCCNC(=O)Cc1ncn[nH]1	7	-18	0.7	3	-2	26	-10	-1	2
CCOc1cc(CO)cc(Br)c1OCC(=O)O	0	-3	/	-4	-3	/	12	3	-7
O=C1c2ccccc2C(=O)C12OC(c1ccccc1)C1(C(=O)c3ccccc3C1=O)C2c1cccc([N+](=O)[O-])c1 (stereo not drawn)	0	-11	/	5	-2	/	25	14	-15
Cc1ccccc1C(=NC(=O)c1ccccc1)c1ccccc1	/	-12	0.8	12	-3	20	-14	0	2
COC(=O)CNC(=O)c1c(-c2c(Cl)cccc2Cl)noc1C	2	-5	0.4	3	4	58*	-12	3	0
COC(=O)c1[nH]c2cc(OC)ccc2c1NC(=O)CN1CCC(C(N)=O)(N2CCCCC2)CC1	/	-10	/	5	0	/	-18	-2	-1
CCN(CC)CCCn1c(=S)[nH]c2ccc(Cl)cc2c1=O	/	-4	1	4	-4	3	5	-1	6
CC1CCC(NC(=O)C2c3ccccc3C(=O)N2CCCN2CCOCC2)CC1 (stereo not drawn)	-3	-2	0.9	0	-12	8	0	-2	2
COCCn1c(SCC(N)=O)nnc1-c1c[nH]c2ccccc12	1	71*	0.9	7	2	12	-31	/	/
COc1ccccc1Oc1coc2cc(O)ccc2c1=O	3	-1	2*	0	-1	-96	-14	0	-2
COc1ccc(-n2nc(C(=O)NCC(=O)NCc3ccco3)c3ccccc3c2=O)cc1	9	-6	0.4	2	-4	62*	-16	-5	2
O=C(CSc1nnc(-c2ccco2)o1)NC1CCCCCC1	9	-3	0.8	1	-1	22	-21	-3	4
c1ccc(CCc2nc(-c3cccnc3)no2)cc1	/	-14	0.9	-1	-3	10	-21	-7	7
COc1ccc(C(C)NC(=O)c2ccoc2C)cc1OC (stereo not drawn)	2	-10	0.9	8	-5	8	-5	6	-8
Cc1cc2ncn(S(=O)(=O)N3CCCCC3)c2cc1C	0	-10	0.9	11	-1	7	8	6	-2
COC(=O)C(NC(=O)c1ccc(C)cc1)(Nc1cccc(C)n1)C(F)(F)F (stereo not drawn)	8	-1	/	8	8	/	1	2	-4
COc1ccc(N(CC(=O)Nc2cc(C)ccc2OC)S(=O)(=O)c2c(C)noc2C)cc1	5	-4	0.3	7	-10	67*	-31	9	-11
COn1c(SCc2ccccc2)nc2ccccc2c1=O	-2	-4	0.6	13	12	38	-19	21	-20
COC(=O)c1ccc(Cn2cnc3c(cnn3-c3ccc(C)c(C)c3)c2=O)o1	8	-11	/	-1	1	/	1	-30	31
COc1ccc(CN(C(=O)Cc2c[nH]c3ccccc23)C(C(=O)NC2CCCCC2)c2ccc(C)o2)cc1 (stereo not drawn)	/	-4	0.1	-5	-3	94*	-11	-16	23
N/C(=N\OC(=O)c1ccc(Cl)c(Cl)c1)c1ccccn1	/	-7	1.1	5	-1	-10	9	2	1
CCn1c(CNc2nc3ccccc3n2C(C)C)nc2ccccc21	1	-3	0.2	-3	-3	82*	6	-2	5
Cc1cccc(NC(=O)CCN2CCOCC2)c1	2	-17	1.4	8	0	-37	8	0	-3
N#CC1(C#N)CC(C=O)=C(N)C1(C#N)CC(=O)c1ccc(F)cc1 (stereo not drawn)	18	-2	0.9	84*[fluorescence artefact?]	-4	8	1	18	-15
Cc1c(NC(=O)CC(O)(C(F)(F)F)C(F)(F)F)c(=O)n(-c2ccccc2)n1C	6	-9	1	7	-2	-1	11	2	-3
CCN(CC)S(=O)(=O)c1ccc(C(=O)C(C#N)c2ccccn2)cc1 (stereo not drawn)	/	8	1	0	1	1	-15	-19	16
COc1ccc(C(=O)c2coc3ccc(O)c(CN(C)C)c23)cc1	7	-22	0.9	-12	3	6	23	9	-12
CC(=O)Nc1ccc(Sc2ncccc2C(=O)Nc2ccc(OC(F)(F)F)cc2)cn1	/	-6	0.9	12	-2	6	-18	-7	11
COCCNC(=O)c1cnn2c1NC(c1ccco1)CC2C(F)(F)F (stereo not drawn)	9	-9	/	8	1	/	5	-6	7
O=C(Nc1ccccc1)O/N=C/c1ccncc1	/	12	0.4	6	5	60*	-22	1	4
Nc1nonc1C(=O)NCCNC(=O)c1cccs1	1	-8	1.1	6	8	-12	3	-17	12
COc1cc(CN(C)Cc2ccccc2)cc(OC)c1O	/	-7	0.7	-2	3	28	-12	11	-9
Cc1ccnc(NC(=O)C2CCN(S(=O)(=O)c3cccc4nonc34)CC2)c1	4	-9	1	6	-8	0	-11	-8	6
O=C1OC(c2ccccc2)=C/C1=C/N1CCOCC1	-2	-11	/	12	15	/	-7	2	-1
Cc1ccc(NC(=O)C2CC(=O)N(c3ccc4c5c(cccc35)CC4)C2)cc1 (stereo not drawn)	/	-12	0.4	10	-4	56*	-3	14	-11
CCc1ccc(CN(C)CCc2ccccn2)cc1	-4	-3	0.8	0	-7	21	-6	-15	12
COc1cccc(C(=O)Nc2nnc(C3CCCO3)s2)c1 (stereo not drawn)	/	-18	1	-1	-2	0	7	2	-6
CCc1cc2c(N3CCCCC3)ncnc2s1	6	-9	0.3	-2	-14	65*	0	-6	6
Cc1noc(C)c1CSc1ncnc2ccccc12	-2	-12	0.1	8	-1	86*	-25	6	-3
Cc1ccc(P(=O)(O)c2ccc(C)cc2)cc1	/	-6	1.1	5	1	-10	26	6	-9
CC(NC(=O)CSc1nc2c(c(C(F)(F)F)n1)CCc1ccccc1-2)c1ccccc1 (stereo not drawn)	2	-15	/	2	-4	/	-4	9	-10
O=S(Cc1ccc(Br)cc1)Cc1nnc(SCc2c(Cl)cccc2Cl)n1-c1ccccc1 (stereo not drawn)	/	-7	0.2	-1	0	80*	-35	-5	3
COc1ccc(C(=O)Nc2nc3ccccc3c(=O)[nH]2)cc1	5	0	1.1	9	1	-10	3	-4	6
COc1cccc(Nc2nc(-c3sc(N)nc3C)cs2)c1	5	8	0.3	4	8	74*	18	12	-13
CCCCCCCCOC(=O)c1ccc(N)cc1	9	-14	/	21	2	/	4	4	-4
CC(=O)c1c(C(C)=O)c(C)n(-c2ccc(C)c(NC(=O)c3ccccc3Cl)c2)c1C	/	-2	0.6	9	0	43	-1	-2	4
COc1ccc(C=O)cc1COc1ccc(Cl)cc1[N+](=O)[O-]	/	-13	0.9	9	11	15	31	12	-8
COc1ccccc1NC(=S)NCCc1ccccc1	4	-7	0.9	5	6	5	19	-11	8
CCOC(=O)CSc1nnc(CNC(=O)c2ccc(OC)cc2)n1C1CCCCC1	7	-15	0.9	1	-3	15	-19	7	-7
Cc1ccc(NC(=O)/C(C#N)=C/c2ccc(C)s2)c(C)c1	-2	-9	1	37*	-2	1	-20	6	-6
FC(F)(F)c1cc(C(F)(F)F)c2ccc(Oc3ccccc3)nc2n1	/	-4	1.1	18	-7	-8	4	1	2
Cc1cc(=O)oc2cc(NC(=O)CCCC(=O)O)ccc12	12	-10	0.9	4	-2	6	5	-4	5
COc1ccc(C2=NOC(C(=O)NCc3ccccn3)C2)cc1OC (stereo not drawn)	7	-3	1	3	-3	5	-15	-10	12
COC(=O)C1=C(C(=O)OC)C2(OC1c1cccc(F)c1)C(=O)c1ccccc1C2=O (stereo not drawn)	5	-13	0.7	5	1	29	15	0	3
CCOc1ccccc1CNC(=O)c1cc2oc3ccccc3c2n1C	5	2	1.9	6	3	-86	12	2	-1
COc1cc(NC(=O)c2cc3nc(-c4ccccc4)cc(-c4ccccc4)n3n2)cc(OC)c1OC	/	-17	0.4	1	-3	64*	-14	-11	13
CCCn1nc(-c2nnc(-c3ccc(C)c(C)c3)o2)c2ccccc2c1=O	11	-1	0.8	6	1	19	-28	7	-10

Pulled one by one from the list above (three):
SMILES	Candida biofilm	PLK1 kinase inh	CYP2C9 activ	Rev-RRE block	EphB4 antag	CYP2C9 inhib	Plk1 PBD FP	PTPN22 inh 2	PTPN22 act
Cc1noc(C)c1CSc1ncnc2ccccc12	-2	-12	0.1	8	-1	86*	-25	6	-3
COc1cccc(Nc2nc(-c3sc(N)nc3C)cs2)c1	5	8	0.3	4	8	74*	18	12	-13
COc1ccc(C(=O)Nc2nc3ccccc3c(=O)[nH]2)cc1	5	0	1.1	9	1	-10	3	-4	6

More entries:
SMILES	Candida biofilm	PLK1 kinase inh	CYP2C9 activ	Rev-RRE block	EphB4 antag	CYP2C9 inhib	Plk1 PBD FP	PTPN22 inh 2	PTPN22 act
CCOC(=O)N1CCN(C(=O)c2cc(C)c3c(C)nn(-c4ccccc4)c3n2)CC1	0	-11	0.8	1	1	15	-12	-1	-2
CNC(=O)Nc1ccccc1F	0	10	1	4	11	-4	-24	-3	4
COC(=O)C(C)Sc1nc2c(cnn2-c2ccc(C)cc2)c(=O)[nH]1 (stereo not drawn)	-2	1	0.6	-2	-5	41	-18	0	-3
COc1ccc(OC)c2sc(NC(=O)C(C)C)nc12	/	-3	0.3	1	-11	70*	-23	-3	2
CS(C)(=O)=NS(=O)(=O)c1ccc(Cl)cc1	-3	-3	1.1	3	-9	-6	-5	2	0
Cc1ccc(NC(=O)c2cc([N+](=O)[O-])ccc2NCc2cccnc2)cc1	/	-7	0.1	3	1	91*	-8	-1	1

Arranged by value in EphB4 antag (rising): some entries from above
molecule,PLK1 kinase inh,CYP2C9 activ,Rev-RRE block,EphB4 antag,CYP2C9 inhib,Plk1 PBD FP,PTPN22 inh 2,PTPN22 act
CCc1cc2c(N3CCCCC3)ncnc2s1,-9,0.3,-2,-14,65*,0,-6,6
COC(=O)c1[nH]c2cc(OC)ccc2c1NC(=O)CN1CCC(C(N)=O)(N2CCCCC2)CC1,-10,/,5,0,/,-18,-2,-1
COc1ccc(C(=O)Nc2nc3ccccc3c(=O)[nH]2)cc1,0,1.1,9,1,-10,3,-4,6

7 neighbouring compounds from above, quoted:
SMILES	Candida biofilm	PLK1 kinase inh	CYP2C9 activ	Rev-RRE block	EphB4 antag	CYP2C9 inhib	Plk1 PBD FP	PTPN22 inh 2	PTPN22 act
COc1ccc(C(=O)c2ccc(CC#N)s2)cc1	/	-7	0.9	7	1	6	-6	12	-9
CCN(C1CCCCC1)S(=O)(=O)c1ccc(S(=O)(=O)N2CCN(CCC#N)CC2)cc1	7	3	0.5	6	0	47	-15	-8	7
CC1CCc2cc(F)cc3c(O)c(C(=O)NCC4CCCO4)c(=O)n1c23 (stereo not drawn)	6	-34	1.7	5	-5	-74	25	11	-9
CCCNC(=O)Cc1ncn[nH]1	7	-18	0.7	3	-2	26	-10	-1	2
CCOc1cc(CO)cc(Br)c1OCC(=O)O	0	-3	/	-4	-3	/	12	3	-7
O=C1c2ccccc2C(=O)C12OC(c1ccccc1)C1(C(=O)c3ccccc3C1=O)C2c1cccc([N+](=O)[O-])c1 (stereo not drawn)	0	-11	/	5	-2	/	25	14	-15
Cc1ccccc1C(=NC(=O)c1ccccc1)c1ccccc1	/	-12	0.8	12	-3	20	-14	0	2
